# TNAP pNPP inh: human TNAP inhibition, p-nitrophenol detection; P05186; purified TNAP, pNPP hydrolysis, absorbance 405 nm; inhibition, % at 20 µM; 21,000 tested, under 10 active; AID 615;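 also: 0% = DMSO only wells and 100% = 1 mM levamisole wells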
# TNAP inh Pi: inhibitors of human tissue-nonspecific alkaline phosphatase; 21,000 tested, under 10 active; purified TNAP, pNPP, malachite green phosphate absorbance; P05186; inhibition, % at 20 µM
# The depositor's hits bear a star.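 The calls were made as follows: active = inhibition above 50% at the 20 µM single-dose screen; inactive = the rest.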 The list is partial, so the mix of outcomes need not match the whole.
SMILES,TNAP pNPP inh,TNAP inh Pi
C[C@]12CC[C@H]3[C@@H](CCC4=CC(=O)CC[C@@]43C)[C@@H]1CC[C@@H]2C(=O)CO,2,5
c1ccc2c(CC3=NCCN3)cccc2c1,4,7
Cc1nnc(NS(=O)(=O)c2ccc(N)cc2)s1,5,8
COc1cc2nc(N3CCN(C(=O)C4COc5ccccc5O4)CC3)nc(N)c2cc1OC (centres undefined),11,-4
CN(C)CCCN1c2ccccc2Sc2ccccc21,0,0
COc1ccccc1OCC(O)COC(N)=O (centres undefined),4,10
COc1ccc(CN(CCN(C)C)c2ccccn2)cc1,7,12
CC1=NN(c2ccccc2)C(=O)C1,0,7

# Taken from above.
# C[C@]12CC[C@H]3[C@@H](CCC4=CC(=O)CC[C@@]43C)[C@@H]1CC[C@@H]2C(=O)CO in TNAP pNPP inh is entered as 2
# c1ccc2c(CC3=NCCN3)cccc2c1 in TNAP inh Pi is entered as 7

# Compound profiles, as listed above. Order of values: TNAP pNPP inh, TNAP inh Pi
# `CN(C)CCCN1c2ccccc2Sc2ccccc21` is listed as 0, 0
# `COc1ccc(CN(CCN(C)C)c2ccccn2)cc1` is listed as 7, 12
